# SIRT5 inh: SIRT5 desuccinylase inhibitors, primary screen, biochemical, fluorescence imaging, single point, set 5. NAD-dependent protein deacylase sirtuin-5, mitochondrial (Homo sapiens), Q9NXA8. Purified SirT5, succinyl-peptide AMC, trypsin-coupled fluorescence. inhibition, % at 15 µM. 1.1% of 330,000 active. AID 652115, 2013; in the data active = inhibition above about 15%; inconclusive = no clear call, values can overlap the other calls
# Target sequence (Q9NXA8 whole entry, looked up): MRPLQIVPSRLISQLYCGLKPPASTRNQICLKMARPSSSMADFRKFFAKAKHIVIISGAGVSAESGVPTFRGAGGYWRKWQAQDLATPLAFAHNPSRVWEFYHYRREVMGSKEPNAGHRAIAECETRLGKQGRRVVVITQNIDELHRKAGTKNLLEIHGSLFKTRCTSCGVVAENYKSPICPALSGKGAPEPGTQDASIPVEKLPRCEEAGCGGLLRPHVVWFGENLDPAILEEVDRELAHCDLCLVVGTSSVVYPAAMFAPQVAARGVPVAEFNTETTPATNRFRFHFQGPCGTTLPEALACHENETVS
# PglD inh: C. jejuni PglD acetyltransferase inhibitors, primary screen, biochemical, DTNB colorimetric, single point; UDP-N-acetylbacillosamine N-acetyltransferase PglD (Campylobacter jejuni); purified PglD enzyme, DTNB colorimetric CoA detection; inhibition, % at 12.5 µM; 0.098% of 360,000 active; AID 602405, 2012; in the data active = inhibition above about 16%, passing the limit was not always enough; inconclusive = no clear call, values can overlap the other calls; also: strong numbers were not always called active
# Statin myotox sup: suppressors of statin myotoxicity in C2C12 myotubes, primary screen, cell-based, single point, plate reader; 0.78% of 330,000 active; AID 602340, 2012; C2C12 myotubes + simvastatin, ATP luminescence, 48 h; scaled: DMSO 0, geranylgeraniol control 100; rescue of ATP level, % at 7.49 µM;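 active = mean ATP rescue above about 67%, or every replicate alone reaching that limit, limit read from the data, passing the limit was not always enough; inconclusive = no clear call, values can overlap the other calls; inactive = mean under the limit and some replicate under it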;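 also: myotubes were challenged with 10 µM simvastatin during compound exposure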
# E-selectin induc: E-selectin induction in HUVECs, primary screen, imaging, HUVEC, immunofluorescence imaging, single point; P16581; normalized: neutral wells 0, TNF-alpha wells 100; activation, % at 7.58 µM; 0.37% of 260,000 active; AID 686992, 2013;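 active = mean E-selectin-positive cell signal at least 10% of the positive control, reached in at least 60% of replicates, without over 20% cell loss; inconclusive = no rule given, readout overlaps actives, possibly toxicity-flagged; inactive = the rest, including those meeting only one limit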;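 also: in these data hits start at about 27%; measured in HUVEC primary endothelial cells; signal is the percent of cells scored E-selectin positive by PE staining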
# Target sequence (P16581 whole entry, looked up): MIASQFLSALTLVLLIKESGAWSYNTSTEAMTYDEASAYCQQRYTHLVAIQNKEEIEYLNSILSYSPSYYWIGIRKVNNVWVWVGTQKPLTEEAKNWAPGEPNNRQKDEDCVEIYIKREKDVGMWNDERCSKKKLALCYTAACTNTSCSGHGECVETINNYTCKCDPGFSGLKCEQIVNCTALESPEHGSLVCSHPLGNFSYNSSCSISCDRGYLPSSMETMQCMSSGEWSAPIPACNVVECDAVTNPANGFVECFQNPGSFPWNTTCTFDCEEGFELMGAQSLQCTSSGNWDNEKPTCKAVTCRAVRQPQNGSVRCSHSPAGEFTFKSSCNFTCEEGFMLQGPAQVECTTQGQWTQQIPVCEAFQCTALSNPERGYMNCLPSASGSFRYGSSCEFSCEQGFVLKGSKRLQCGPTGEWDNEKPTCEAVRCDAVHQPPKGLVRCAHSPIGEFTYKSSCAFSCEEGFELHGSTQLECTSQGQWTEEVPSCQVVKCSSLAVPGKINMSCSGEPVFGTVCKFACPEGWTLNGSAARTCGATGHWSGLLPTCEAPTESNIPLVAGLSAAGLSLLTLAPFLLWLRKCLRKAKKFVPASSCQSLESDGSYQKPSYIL
#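 System: HUVEC, human umbilical vein endothelial cells; quantity: 3,000 cells/well; buffer or medium: EGM-2 medium, gelatin-coated wells; dosing: single-point compound dose; detection: immunofluorescence imaging; evaluation: % PE-positive cells; benchmarks: TNF-alpha, DMSO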
# DENV2 CPE rescue: inhibitors of DENV2 cytopathic effect, primary screen, cell-based, plate reader, single concentration; DENV2-infected cells, cytopathic effect rescue; CPE inhibition, % at 9.99 µM; 1.7% of 350,000 active; in the data active = CPE inhibition above about 20%, passing the limit was not always enough; inconclusive = no clear call, values can overlap the other calls; tested in BHK-21 cells;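 also: 0% = median of neutral control wells and 100% = median of positive control wells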
# ERp5 inh: inhibitors of ERp5-driven insulin aggregation, primary screen, biochemical, turbidity, absorbance 650 nm, single point. Protein disulfide-isomerase A6 (Homo sapiens), Q15084. 90 min. inhibition, % at 9.99 µM. 0.05% of 350,000 active. AID 651711, 2012;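 active = mean replicate inhibition above about 25%, with every replicate also reaching it, limit read from the data, passing the limit was not always enough; inconclusive = only one of those two criteria met; inactive = neither criterion met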
# S100A4 inh HTS: inhibitors of S100A4-myosin IIA peptide binding, primary screen, biochemical, fluorescence polarization, TAMRA-MyoIIA peptide. 0.14% of 360,000 active. inhibition, % at 10.7 µM;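 active = mean inhibition of at least 70% across replicates, with every replicate also reaching that level; inconclusive = mean inhibition reaches 70% but some replicates fall short; inactive = mean inhibition below 70%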
# Target sequence (P26447 whole entry, looked up): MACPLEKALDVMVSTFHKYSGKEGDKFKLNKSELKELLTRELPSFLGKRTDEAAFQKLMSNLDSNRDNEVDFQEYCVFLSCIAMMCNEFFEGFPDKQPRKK
#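 Material: S100A4 monomer (human). Medium: Calcium-containing HEPES buffer, pH 7.2. Probe or stimulus: labelled myosin peptide probe, 5 nM. Compound dosing: one concentration per compound. Timing: polarization read 5 min after assay mix addition, stable 5–60 min. Benchmarks: DMSO as neutral control, TFP as positive control.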
# An asterisk follows results filed as active; ? = inconclusive; nt = no result given; & = joins results of further samples. Not all compounds are listed (hit frequency here may not be typical).
smiles	SIRT5 inh	PglD inh	Statin myotox sup	E-selectin induc	DENV2 CPE rescue	ERp5 inh	S100A4 inh HTS
CC(C)NC(=O)C(=O)NCCC1CCCCN1S(=O)(=O)c1cccs1 (stereo not drawn)	-1	-2	2	-0.3	15	8	1
C[C@@H]1CN([C@@H](C)CO)C(=O)CCCn2cc(nn2)CO[C@H]1CN(C)Cc1ccc(O)cc1	-2	1	-14	0.1	-15	0	7
O=C1NC(c2cccc(OCc3ccccc3)c2)Nc2ccccc21 (stereo not drawn)	nt	nt	nt	0.9	1	2	5
COc1ccc(C(O)c2nc(-c3ccc(C)c(C)c3)cs2)cc1 (stereo not drawn)	-2	-3	13	-0.2	2	13	-2
COc1ccc(NC(=O)Nc2ccc3c(c2)C(=O)N([C@@H](C)CO)C[C@@H](C)[C@@H](CN(C)Cc2ccc(C(F)(F)F)cc2)O3)cc1	20*	-1	-39	-0.7	11	0	4
COc1ccc(C(=O)NC(CCSC)C(=O)NC2CC2)cc1 (stereo not drawn)	-2	2	0	0.0	0	-4	-4
Cc1ccccc1S(=O)(=O)N(C)C[C@H]1OCc2ccccc2-c2ccccc2C(=O)N([C@@H](C)CO)C[C@H]1C	10	2	-2	-0.6	-3	0	24
COCC(=O)Nc1ccc2c(c1)C(=O)N(C)[C@@H]1CC[C@@H](CC(=O)NCc3ccc(OC)cc3)O[C@H]1CO2	nt	1	0	0.2	-7	nt	nt
Cc1ccc(S(=O)(=O)Nc2ccc3c(c2)C(=O)N([C@H](C)CO)C[C@H](C)[C@@H](CN(C)S(=O)(=O)c2ccc(F)cc2)O3)cc1	4	nt	1	9.3	7	-4	9
COc1ccc(NC(=O)N(C)C[C@H]2Oc3ncc(C#CC(C)C)cc3C(=O)N([C@H](C)CO)C[C@H]2C)cc1	3	0	-3	0.0	-8	-3	16
Cc1cccc(NC(=O)c2cc(S(=O)(=O)N3CCC4(CC3)OCCO4)ccc2F)c1	-1	1	-21	-0.3	-1	-2	-1
O=C(CN1CCN(S(=O)(=O)c2ccccc2)CC1)NC1CC1	0	-3	-1	1.0	-3	-4	4
CCOC(=O)N(C)C[C@@H]1OCc2ccccc2-c2c(n(C)c3ccccc23)C(=O)N([C@H](C)CO)C[C@H]1C	-1	0	26	0.0	-9	0	0
CC1=NNC(=O)C1CCC(=O)N/N=C\c1ccc(Cl)c(Cl)c1 (stereo not drawn)	1	-2	0	nt	2	-4	-3
Cn1cc(CN2CCC(n3nccc3NC(=O)CCOc3ccccc3)CC2)cn1	-2	-3	-8	nt	-8	0	-9
O=C(COc1ccc(C(=O)NCc2cccnc2)cc1)Nc1cccc(C(F)(F)F)c1	3	2	-8	nt	2	1	-1
C[C@H]1CN([C@@H](C)CO)C(=O)c2cc(NC(=O)CCC(F)(F)F)ccc2O[C@H]1CN(C)Cc1ccc(Oc2ccccc2)cc1	10	2	nt	0.0	4	8	-5
C[C@H](CO)N1C[C@H](C)[C@@H](CN(C)S(=O)(=O)c2ccc(Cl)cc2)Oc2ccc(NC(=O)C3CCCCC3)cc2CC1=O	10	0	11	-0.3	-3	3	-20
c1ccc(-c2cn(-c3ccccc3)c3ncnc(N4CCCCC4)c23)cc1	4	nt	nt	8.3	-2	2	-1
O=[N+]([O-])c1ccccc1/C=C/C=N/n1c(-c2ccccc2)n[nH]c1=S	-1	nt	nt	-1.0	-4	2	2

# Compound profiles, from the list above. Order of screens: SIRT5 inh	PglD inh	Statin myotox sup	E-selectin induc	DENV2 CPE rescue	ERp5 inh	S100A4 inh HTS
# Record of `C[C@H]1CN([C@@H](C)CO)C(=O)c2cc(NC(=O)CCC(F)(F)F)ccc2O[C@H]1CN(C)Cc1ccc(Oc2ccccc2)cc1` = 10	2	nt	0.0	4	8	-5
# Record of `C[C@H](CO)N1C[C@H](C)[C@@H](CN(C)S(=O)(=O)c2ccc(Cl)cc2)Oc2ccc(NC(=O)C3CCCCC3)cc2CC1=O` = 10	0	11	-0.3	-3	3	-20

# The listing continues:
smiles	SIRT5 inh	PglD inh	Statin myotox sup	E-selectin induc	DENV2 CPE rescue	ERp5 inh	S100A4 inh HTS
COc1ccc(/C(=N\Nc2ccccc2C(=O)O)c2ccccc2)cc1	0	nt	nt	0.0	-2	2	-21
COc1cc(Cl)ccc1OCc1cc(C(=O)NC2CCc3ccccc32)no1 (stereo not drawn)	-1	-2	-7	1.1	-13	-5	-5
Cc1noc(C)c1S(=O)(=O)Nc1ccc2c(c1)C(=O)N([C@@H](C)CO)C[C@H](C)[C@H](CN(C)C(=O)Nc1cccc3ccccc13)OCCCC[C@H](C)O2	6	2	nt	0.5	-1	0	-5
Cc1ccc(NC(=O)C2(C)CCN2C(=O)Cc2cc(F)ccc2F)cc1 (stereo not drawn)	-6	1	12	-0.9	5	-3	31
O=C(c1ccc(Br)cc1)N1CCCc2ccccc21	1	7	1	0.1	1	1	-1
CC(CCc1ccccc1)NC(=O)c1ccc(NC(=O)c2ccc(Cl)cc2Cl)cc1 (stereo not drawn)	0	nt	nt	nt	-3	-1	-2
COc1ccc(NC(=O)N(C)C[C@H]2OCCCC[C@H](C)Oc3ccc(NC(=O)NC(C)C)cc3C(=O)N([C@H](C)CO)C[C@@H]2C)cc1	5	1	nt	0.0	-4	-2	-9
Cc1cccc(C(=O)Nc2ccc3c(c2)nc(C)n3C)c1	-2	0	-8	-0.1	7	1	-2
Cc1ccc(Cl)cc1N(C)C(=O)Cn1ncc2c([nH]c3ccccc32)c1=O	-1	1	11	nt	-4	4	0
CS(=O)(=O)Nc1ccc2c(c1)[C@H]1C[C@@H](CC(=O)N3CCOCC3)O[C@H](CO)[C@H]1O2	2	6	4	0.0	-6	5	0
COC(=O)c1ccc(OCC(O)CN2CCN(C(=O)c3ccco3)CC2)cc1 (stereo not drawn)	0	-6	-18	0.0	2	2	-5
CCOc1ccc(S(=O)(=O)N2CCCCC2)cc1NC(=O)CN1C(=O)NC(CC)(c2ccccc2)C1=O (stereo not drawn)	-1	-3	-3	0.0	7	-1	-5
CCN(CC(=O)NCc1cccs1)C(=O)/C=C/c1cc(Br)ccc1OC(F)F	-7	4	16	0.1	5	-14	-5
COc1ccc(N2C(=O)C3C(C2=O)C3(c2ccccc2)c2ccccc2)cc1 (stereo not drawn)	1	nt	nt	nt	?	7	4
CN(C)C(=O)C[C@@H]1C[C@@H]2c3cc(NC(=O)Nc4ccccc4)ccc3O[C@@H]2[C@@H](CO)O1	nt	-1	-1	0.3	-7	nt	nt
CCOc1ccc(C(=O)NC(=S)Nc2ccccc2N2CCOCC2)cc1Br	-4	nt	nt	3.4	3	9	-4
O=C(Nc1cc(F)ccc1F)N1CCCCN2[C@H](CO)[C@@H](c3ccc(-c4cncnc4)cc3)[C@H]2C1	8	7	nt	0.0	-3	-4	1
Cc1[nH]c(C)c(S(=O)(=O)Nc2ccccc2Cl)c1C(=O)N1CCCC1	-2	3	-17	nt	-5	-3	-2
COc1ccc(S(=O)(=O)N2CCCCCC2)cc1C(=O)N(C)CC(=O)Nc1ccc(F)cc1	20*	4	-13	1.6	3	9	0
O=C(N/N=C/c1ccccc1)c1cc(-c2ccc3c(c2)OCO3)n[nH]1	-6	3	-2	nt	3	-4	0
C[C@@H]1CCCCO[C@H](CN(C)C(=O)c2ccncc2)[C@@H](C)CN([C@@H](C)CO)C(=O)c2cc(NC(=O)NC3CCCCC3)ccc2O1	nt	0	nt	0.1	1	nt	nt
CCOc1ccc2ccccc2c1C(=O)N[C@@H]1C(=O)N2[C@@H]1SC(C)(C)[C@@H]2C(=O)O	-2&1	4&5	0&8	-0.3&-0.2	-2&6	-4&0	6&2
Cc1ccc(OCC(=O)NCc2ccc3c(c2)OCO3)c([N+](=O)[O-])n1	1	4	-2	nt	-6	0	7
CC1CCC(NC(=O)CCS(=O)(=O)c2ccc3c(c2)CC(C)N3C(=O)C2CC2)CC1 (stereo not drawn)	-1	13	7	23	-1	-23	0
COC(=O)CSc1nccc(-c2cccs2)n1	4	1	22	-0.8	-5	-6	-3
CSc1nc2n(n1)C(c1cccs1)C1=C(CCCC1=O)N2 (stereo not drawn)	-3	3	-2	-0.1	20	1	-4
O=C(CSC1=Nc2ccccc2C2=NC(CC(=O)N3CCN(c4ccccc4)CC3)C(=O)N12)NCC1CCCO1 (stereo not drawn)	-2	nt	-2	nt	0	3	10
CCN(Cc1ccccc1)C(=O)c1[nH]c2ccc(OC)cc2c1C	-4	7	8	nt	5	5	3
Clc1ccc(-n2ncc3c(N4CCCCCC4)ncnc32)cc1	-4	nt	-43	-0.2	7	-4	-5
Cc1noc(C)c1NC(=O)Nc1ccc2c(c1)C(=O)N([C@H](C)CO)C[C@H](C)[C@H](CN(C)C(=O)Nc1ccc3c(c1)OCO3)OCCCC[C@H](C)O2	-4	-1	nt	-0.1	1	-8	-2
O=C1CC(c2cccc(F)c2)c2c(c3ccccc3[nH]c2=O)O1 (stereo not drawn)	0	nt	nt	nt	5	-7	-2
CC(=O)Nc1ccc(-n2nnnc2SCC(=O)Nc2cccc(NC(=O)c3ccco3)c2)cc1	-3	3	1	0.0	6	-2	-3
CCC(=O)OC1CC(C)N(C(=O)c2ccccc2)c2ccc(C)cc21 (stereo not drawn)	-3	-2	nt	nt	nt	-7	5
C[C@H](O)[C@@H]1C(=O)N2CCc3c([nH]c4c(-c5ccccc5)cccc34)[C@@H]2C[C@@H]1N(C)C(=S)NCCc1ccccc1	-1	nt	nt	0.1	-1	1	-10
COc1cc2ccccc2cc1C(=O)N1CCN(c2ccccc2O)CC1	-4	5	6	nt	5	-4	-4
CCCCNc1ncnc2c1nnn2Cc1ccccc1Cl	2	-6	2	nt	2	-6	0
CN(CCOCCOc1ccc(F)cc1)Cc1ccccc1	nt	-6	-3	nt	4	-3	2
CCC(=O)Nc1ccc2c(c1)C(=O)N(C)C[C@H](OC)[C@H](C)CN(CC1CCCCC1)[C@@H](C)CO2	9	3	-5	-0.3	-2	-2	1
O=C(O)CSc1nnc(COc2cccc3ccccc23)n1Cc1ccccc1	0	nt	nt	-0.1	-5	-4	2
CCN(CC)CC(C)(C)NS(=O)(=O)c1ccc(Cl)cc1	-2	2	-6	nt	4	-9	-3
Cc1ccc(C(=O)CC(C(=O)O)P(=O)(c2ccccc2)c2ccccc2)cc1 (stereo not drawn)	-1	-2	5	-0.2	-1	-10	-2
COCCCN(CC(=O)Nc1ccc(N2CCOCC2)cc1)S(=O)(=O)c1ccc(Cl)cc1	-1	nt	nt	nt	4	-3	-14
C[C@H]1CCCCO[C@H](CN(C)C(=O)CCC(F)(F)F)[C@@H](C)CN([C@@H](C)CO)C(=O)c2cc(NC(=O)C3CCCCC3)ccc2O1	3	4	nt	0.0	-4	1	1
Cc1cc(C)c(C#N)c(SCc2ccc(C(=O)O)cc2)n1	-1	8	-3	nt	4	5	-3
Cc1cccc(NC(=S)N2CCC(C(N)=O)(N3CCCCC3)CC2)c1C	2	nt	nt	1.2	-1	5	1
COc1cccc(S(=O)(=O)Nc2ccc3c(c2)[C@H]2C[C@H](CC(=O)NC4CCCCC4)O[C@@H](CO)[C@H]2O3)c1	-2	1	-4	-0.1	9	0	21
Cc1nc2c(C(=O)Nc3ccc(N4CCCC(O)C4)cc3)snc2c(=O)[nH]1 (stereo not drawn)	0	1	3	-1.7	-5	5	2
